LAP4-GFP MLPCN = modulators of TOR pathway LAP4-GFP in S. cerevisiae; GFP response vs DMSO, % at 10 µM; S. cerevisiae LAP4-GFP multiplex, flow cytometry GFP, 3 h; median GFP as percent of DMSO wells; hit rate 0.34% among 320,000;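 active means GFP response vs DMSO above a set limit, about the screen mean plus 3 SD, cut at about 150% in these data; inconclusive means under 70 cell events counted for the yeast strain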
AGP1 TOR yeast = yeast TOR pathway AGP1-GFP modulation; S. cerevisiae AGP1-GFP multiplex flow cytometry, 3 h; GFP as percent of DMSO wells; hit rate 0.02% among 320,000; GFP response vs DMSO, % at 10 µM;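 active means GFP response relative to DMSO above a set limit, near screen average plus 3 SD, cut at about 150% in these data; inconclusive means fewer than 70 cells counted for the yeast strain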;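 further: median GFP channel fluorescence of the gated AGP1 strain per well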
RPL19A-GFP yeast = alters RPL19A-GFP fluorescence in TOR pathway yeast screen. S. cerevisiae RPL19A-GFP strain, flow cytometry, 3 h; active compounds read low. percent response vs DMSO, % at 10 µM. hit rate 0.3% among 330,000;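 active means percent response vs DMSO below 50%; inconclusive means fewer than 70 events counted for the yeast strain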;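 further: median channel GFP fluorescence of the barcoded RPL19A-GFP strain; ratio of sample median GFP to plate DMSO average so 100% = DMSO; lower means less RPL19A-GFP as with rapamycin TOR inhibition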
GASC-1 inh = inhibitors of human GASC-1 (JMJD2C) demethylase. Q9H3R0. inhibition, % at 2.35 µM. AID 2099. hit rate 0.069% among 330,000. GST-JMJD2C(1-420) H3K9me3 demethylation, DELFIA europium;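 active means more than half of a compound's replicate wells show inhibition beyond 50%, single wells judged on their own value; inconclusive means some, but no more than half, of replicates pass 50% inhibition; inactive means no replicate passes 50% inhibition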;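 further: signal counts dimethyl H3K9 product captured on neutravidin plate; 0% = median of DMSO wells and 100% = 0.3 times that DMSO median; strong numbers were not always called active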
Target sequence (Q9H3R0 1-420 limits assumed): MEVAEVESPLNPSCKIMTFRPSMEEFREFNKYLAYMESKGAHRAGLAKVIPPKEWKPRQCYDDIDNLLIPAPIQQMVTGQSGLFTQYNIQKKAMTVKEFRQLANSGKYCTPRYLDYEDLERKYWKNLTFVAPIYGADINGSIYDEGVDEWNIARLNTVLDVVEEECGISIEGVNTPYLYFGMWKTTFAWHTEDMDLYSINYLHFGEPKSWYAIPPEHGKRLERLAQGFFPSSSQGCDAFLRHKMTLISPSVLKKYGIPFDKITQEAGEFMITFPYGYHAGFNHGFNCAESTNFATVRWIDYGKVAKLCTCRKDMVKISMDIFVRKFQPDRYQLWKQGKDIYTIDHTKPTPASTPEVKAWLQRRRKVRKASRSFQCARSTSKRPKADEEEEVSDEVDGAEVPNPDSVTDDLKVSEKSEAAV
CIT2 TOR yeast = alters CIT2-GFP fluorescence in TOR pathway yeast screen; AID 2029; S. cerevisiae CIT2-GFP strain, flow cytometry, 3 h; 100 means same as DMSO wells; hit rate 0.065% among 320,000; GFP response vs DMSO, % at 10 µM;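 active means GFP response relative to DMSO above a set limit, near the screen mean plus 3 SD, cut at about 150% in these data; inconclusive means Fewer than 70 cells measured for a yeast strain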;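 further: ratio of well median GFP fluorescence to mean of DMSO wells on the plate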
MEP2-GFP yeast = alters MEP2-GFP fluorescence in TOR pathway yeast screen; S. cerevisiae MEP2-GFP strain, flow cytometry GFP, 3 h; 100% = DMSO control level; GFP response vs DMSO, % at 10 µM; hit rate 0.51% among 330,000;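 active means GFP response versus DMSO above a set limit, roughly screen mean plus 3 SD, cut at about 180% in these data; inconclusive means fewer than 70 cells counted for a yeast strain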;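 further: median GFP fluorescence of the barcode-gated MEP2-GFP cells per well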
GRK2 aptamer HTS = inhibitors of human GRK2 displacing RNA aptamer; hit rate 0.59% among 330,000; inhibition of aptamer binding, % at 10 µM; AID 488847; P25098; bead flow cytometry, FAM-aptamer displacement from GRK2;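 active means inhibition of aptamer binding above 40%, roughly 3 SD of noise, on plates passing a quality check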;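 further: median bead fluorescence of bound FAM aptamer so fluorescent compounds give negative values; no value below 0 was filed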
VLA-4 inh = inhibition in a human VLA-4 binding assay; hit rate 0.2% among 330,000; VLA-4 expressing cells, ligand binding flow cytometry; inhibition, % (about 7 µM as worked out from the volumes in the protocol); P13612; in the data active means inhibition above about 50%
* hit, by the source's call; i = inactive; u = inconclusive; x = not tested or not shown; [ ] = dose if it differs, or a comment.

SMILES | LAP4-GFP MLPCN | AGP1 TOR yeast | RPL19A-GFP yeast | GASC-1 inh | CIT2 TOR yeast | MEP2-GFP yeast | GRK2 aptamer HTS | VLA-4 inh
CCOP(=O)(CN(CC)CCNP(=O)(OCC)OCC)OCC | 98 | 103 | 98 | -19 | 90 | 99 | 0 | 2
COC(=O)CCCC(NC(=S)N1CC2C[C@@H](C1)Cn1c2cccc1=O)C(=O)OC (some centres not stated) | 96 | 102 | 103 | -1 | 110 | 103 | 0 | 20
CCC(=NC(C)c1ccccc1)c1c(O)[nH]c(=O)[nH]c1=O (configuration not stated) | 102 | 95 | 93 | 20 | 91 | 90 | 0 | 2
c1ccc(CC(NCc2ccco2)c2ccccc2)cc1 (configuration not stated) | 111 | 112 | 104 | -9 | 127 | 115 | 0 | -18
O=C(CN1CCCC1=O)N1CCOCC1 | 96 | 103 | 99 | -3 | 101 | 98 | 0 | -25
O=C1CC(=O)N(c2ccc(Cl)cc2)C(=O)N1 | 93 | 98 | 102 | 6 | 110 | 114 | 0 | 4
O=C(c1cc(-c2ccccc2)nc2ccccc12)N1CCC2(CC1)OCCO2 | 106 | 105 | 99 | -31 | 106 | 105 | 0 | 3
Cc1ccc(N2C(=O)NC(=O)/C(=C/c3ccc(-c4ccc(C(=O)O)c(Cl)c4)o3)C2=O)cc1 | 98 | 98 | 107 | -6 | 106 | 100 | 17 | 2
CC(C)(C)n1cc(C(=O)c2ccccc2)cc1-c1ccccc1 | 92 | 98 | 103 | 5 | 100 | 101 | 2 | 7
C[C@]12CCC3C(CC[C@H]4C[C@H](O)CC[C@]34C)C1C[C@H](O)[C@@H]2O (some centres not stated) | 98 | 92 | 93 | -2 | 87 | 84 | 0 | 5
Cc1cccc(OCC(=O)N2CCN(Cc3ccncc3)CC2)c1 | 97 | 99 | 89 | 0 | 101 | 97 | 2 | 7
CC(=NCc1cccnc1)c1c(O)n(-c2ccccc2C)c(=O)[nH]c1=O | 95 | 90 | 96 | -31 | 101 | 98 | 0 | x
CN(C)c1ccc(C(=O)c2ccc(N(C)C)cc2)cc1 | 106 | 103 | 112 | 5 | 111 | 108 | 2 | 4
C/C(=N\NC(=O)c1ccccc1Cl)c1c(O)n(C2CCCCC2)c(=O)[nH]c1=O | 86 | 85 | 91 | 20 | 90 | 90 | 0 | 0
COCCN1C(=O)NC(=O)/C(=C\c2ccc(F)cc2)C1=O | 94 | 93 | 94 | -22 | 89 | 99 | 3 | 6
C[C@]12CCC(=O)C=C1CCC1C2CC[C@@]2(C)C1CC[C@]2(C)O (some centres not stated) | 96 | 97 | 96 | -2 | 104 | 90 | 0 | -6
N=C1c2ccccc2CN1c1cccc([N+](=O)[O-])c1 | u | 91[may fluoresce red] | u | -7 | 89[may fluoresce red] | 78[may fluoresce red] | 1 | 38
COc1ccc(OC)c(N2C(=O)NC(=O)C3(Cc4cc(C)ccc4N(C)C3)C2=O)c1 (configuration not stated) | 96 | 93 | 93 | 5 | 97 | 98 | 0 | 12
COCCCNC(=O)c1c(NC(=O)c2ccccc2)n(Cc2ccccc2)c2nc3ccccc3nc12 | 88 | 94 | 91 | -6 | 86 | 103 | 0 | -3
CN1CN=C(N[N+](=O)[O-])N(Cc2ccco2)C1 | 106 | 98 | 103 | 5 | 99 | 109 | 0 | 16
COc1ccc(C(C)=O)cc1CC(C(=O)c1ccc(C)cc1)N(C)C (configuration not stated) | 107 | 96 | 98 | -3 | 95 | 101 | 2 | -5
O=C(Nc1ccc2ccccc2c1)N1C[C@H]2C[C@@H](C1)c1cccc(=O)n1C2 | 108 | 107 | 100 | 7 | 100 | 99 | 2 | -12
CCOC(=O)c1cn2nc(OP(=S)(OCC)OCC)cc2nc1C | 93 | 90 | 93 | x | 86 | 92 | 5 | 4
Nc1c(C(=O)OC2CCCCC2)c2nc3ccccc3nc2n1CC1CCCO1 (configuration not stated) | 120 | 114 | 116 | -7 | 111 | 109 | 2 | -3
COc1ccc(C2C(C#N)=C(N)Oc3c2c(=O)oc2ccccc32)cc1Cn1cc([N+](=O)[O-])cn1 (configuration not stated) | 103 | 102 | 98 | -2 | 107 | 98 | 0 | 12
O/N=C/c1c[nH]c2ccccc12 | 97 | 102 | 98 | 1 | 99 | 99 | 5 | -6
O=c1c2ccccc2nc(-c2ccccc2)n1-c1ccccc1O | 91 | 97 | 105 | -7 | 101 | 104 | 0 | 3
O=c1c2ccccc2nc(-c2cccs2)n1-c1ccccc1 | 103 | 97 | 99 | 16 | 111 | 101 | 4 | 1
Cc1cccc(C)c1OP(N)(=O)OCC(F)(F)F (configuration not stated) | 94 | 98 | 102 | -2 | 96 | 102 | 4 | 0
Cc1c(NP(=S)(C(C)(C)C)C(C)(C)C)c(=O)n(-c2ccccc2)n1C | 97 | 98 | 96 | -2 | x | 97 | 0 | 8
CCOc1ccc(/C=C2/C(=O)NC(=O)N(CCc3ccc(F)cc3)C2=O)cc1 | 100 | 94 | 101 | -4 | 96 | 96 | 2 | 4
CCC(=O)c1ccc(OCC(=O)N2CCN(CC(=O)Nc3ccccc3C(F)(F)F)CC2)cc1 | 93 | 101 | 100 | 1 | 106 | 103 | 2 | 9
COc1ccc2c(C)c(CC(=O)N3C[C@H]4C[C@@H](C3)c3cccc(=O)n3C4)c(=O)oc2c1 | 99 | 104 | 99 | i | 107 | 105 | 3 | 4
CN1CCN(Cc2ccc3ccccc3c2)CC1 | 99 | 101 | 101 | 11 | 100 | 107 | 3 | 6
Nc1ccc(CCN2CCCC2)cc1 | 99 | 107 | 105 | 5 | 106 | 113 | 0 | 10
COc1ccc(C2N(c3cc(C)on3)C(=O)C3CCCN32)cc1 (configuration not stated) | 91 | 98 | 99 | 3 | 97 | 101 | 1 | 13
CCOc1cccc(CNC2CN3CCC2CC3)c1 (configuration not stated) | 105 | 98 | 104 | 12 | 106 | 103 | 0 | -1
CSc1ccc(CNC2CN3CCC2CC3)cc1 (configuration not stated) | 108 | 106 | 102 | -5 | 112 | 107 | 0 | -27
CCCCc1ccc(NC2=NCCCS2)cc1 | 95 | 102 | 99 | -14 | 103 | 104 | 0 | 1
COC(=O)C1=C(c2ccc3ccccc3c2)C[C@@H]2CC[C@H]1N2C(=O)NCCO | 104 | 100 | 96 | x | 98 | 112 | 0 | -10
CC/C(=N\N1CCN(C)CC1)c1c(O)[nH]c(=O)[nH]c1=O | 89 | 101 | 100 | 4 | 96 | 103 | 1 | 2
CN1C(=O)COc2c(C(=O)NC3CN4CCC3CC4)cc(Cl)cc21 (configuration not stated) | 94 | 87 | 90 | 0 | 95 | 85 | 0 | 13
Cc1ccccc1-n1c(C)nc2sccc2c1=O | 100 | 109 | 99 | 3 | 94 | 110 | 5 | 4
NCC(O)c1cc(O)c(O)cc1F (configuration not stated) | 105 | 87 | 99 | 33 | 84 | 96 | 0 | -2
COC(=O)C1=C(c2cccc(OCc3ccccc3)c2)C[C@@H]2CC[C@H]1N2C(=O)NCc1ccc(Cl)cc1 | 93 | 95 | 94 | -1 | 102 | 87 | 0 | 1
CCOC(=O)C1CCCCC12C(C#N)=C(N)Oc1n[nH]c(C)c12 (configuration not stated) | 89 | 97 | 94 | -10 | x | 93 | 16 | 5
CCCCCn1c(=O)c(C(=O)Nc2nc(CC(=O)OCC)cs2)c(O)c2ccccc21 | 105 | 80 | 96 | 3 | 94 | 62 | 6 | 22
CCC1(C)CC(CCNCc2ccc(N(C)C)cc2)(c2ccc(F)cc2)CCO1 (configuration not stated) | 111 | 111 | 104 | -11 | 104 | 102 | 0 | -3
C=CCN1C[C@@H](C)N(C(c2ccc(C(=O)N(CC)CC)cc2)c2cccc(OC)c2)C[C@@H]1C (some centres not stated) | 107 | 90 | 103 | -5 | 86 | 100 | 1 | 5
CC(C)c1ccc(-n2c(O)c(C=NCCN3CCNCC3)c(=O)[nH]c2=S)cc1 | 110 | 98 | 96 | 1 | 92 | 100 | 0 | 3
CN(C)CCn1cnc2ccccc21 | 98 | 99 | 98 | 1 | 97 | 95 | 1 | 0
C=C1C/C(=C/C)C(=O)O[C@@H]2CCN3CC=C(COC(=O)[C@]1(C)O)[C@H]23 | 98 | 98 | 105 | -3 | 103 | 104 | 0 | 12
Cc1ccc(OC(F)F)c(N2C(=O)C3C4CCC(O4)C3C2=O)c1 (configuration not stated) | 98 | 95 | 99 | 10 | 94 | 96 | 2 | 8
CC1=NOC2(C)Nc3ncnn3C(c3ccccc3)C12 (configuration not stated) | 99 | 101 | 97 | 1 | 93 | 97 | 0 | 21
CC1CCC(C(C)C)C(OP(N)(=O)c2ccccc2)C1 (configuration not stated) | 99 | 99 | 99 | -2 | 96 | 100 | 6 | 4
N=C1c2ccccc2CN1NC(=O)C1CC1 | 104 | 107 | 106 | 5 | 109 | 112 | 1 | 19
Cc1ccc(OCC(=O)Nc2ccc(Cl)cc2C(=O)c2ccccc2)cc1 | 96 | 97 | 101 | 6 | 100 | 99 | 3 | -17
COC(=O)C1=C(c2ccc(OC)c(OC)c2)C[C@@H]2CC[C@H]1N2C(=O)NCCc1ccccc1 | 108 | 105 | 101 | -4 | 99 | 96 | 3 | 1
COC(=O)C1=C(c2ccc(-c3ccccc3)c(F)c2)C[C@@H]2CC[C@H]1N2C(=O)N1CCOCC1 | 104 | 101 | 101 | 6 | 99 | 94 | 0 | -11
Cc1ccc(-n2c(/C=C/c3ccc4c(c3)OCO4)nc3ccccc3c2=O)cc1 | 96 | 97 | 105 | 0 | 98 | 87 | 0 | 10

(cont.)
SMILES | LAP4-GFP MLPCN | AGP1 TOR yeast | RPL19A-GFP yeast | GASC-1 inh | CIT2 TOR yeast | MEP2-GFP yeast | GRK2 aptamer HTS | VLA-4 inh
COc1ccc(CCC(=O)N2C[C@H]3C[C@@H](C2)c2cccc(=O)n2C3)cc1 | 97 | 97 | 93 | -6 | 99 | 96 | 0 | 28
CCCCn1c(NC(=O)c2ccco2)c(C(=O)OCC)c2nc3ccccc3nc21 | 111 | 99 | 97 | -21 | 102 | 99 | 4 | -72
CN1CCN(c2nccc3c2ncn3C)CC1 | 88 | 92 | 94 | -66 | 92 | 96 | 0 | 6
O=C(c1ccc(Cl)cc1)C1CCCN(Cc2ccc3ncccc3c2)C1 (configuration not stated) | 104 | 103 | 98 | -16 | 103 | 93 | 2 | 3
Cc1cc(OCC(=O)NC(Cc2ccc(Cl)cc2)C(=O)O)c2c3c(c(=O)oc2c1)CCCC3 (configuration not stated) | 96 | 93 | 97 | -2 | 98 | 92 | 1 | 26
CCN(CC)S(=O)(=O)N1CCC(C(=O)N2CCC3(CC2)OCCO3)CC1 | 94 | 94 | 109 | 5 | 105 | 103 | 2 | -2
CCCCCn1c(=O)c(C(=O)Nc2c(C)n(C)n(-c3ccccc3)c2=O)c(O)c2ccccc21 | 101 | 106 | 96 | -13 | 87 | 80 | 0 | 0
NS(=O)(=O)OC(CCc1ccccc1)C(Cl)(Cl)Cl (configuration not stated) | 101 | 102 | 96 | 0 | 95 | 92 | 3 | 1
Cc1ccc(CN2C3CCCC2CC(NC(=O)Nc2cccc(F)c2)C3)cc1 (configuration not stated) | 93 | 108 | 105 | 18 | 105 | 102 | 0 | 7

Assay outcomes: PubChem BioAssay, several laboratories

The list is partial; count on the stated rates, not on these rows.
